Compound activity from PubChem BioAssay.
TRPV1 agonist – human TRPV1 agonism; Q8NER1; TRPV1-expressing cells, Fluo-8 calcium influx, agonist mode; activation, % at 8.33 µM; 0.19% of 320,000 active; in the data active means activation above about 80%; inconclusive means between about 30% and that limit; further: 0% is about no effect
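Cells expressing TRPV1 were dye-loaded with Fluo-8 and read kinetically: 10 s baseline, 3 min after compound (agonist portion), then 2 min after EC20 capsaicin (allosteric enhancer portion). Calcium-bound dye fluorescence at 480/520 nm.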
p53 reactivation – mutant p53 re-activation in reporter cells | H1299 p53-A138V BP100-luciferase reporter, luminescence, 24 h | Potency, µM (top dose mostly 92.2 µM), for the others: top-dose activity change, positive = activation, actives largely listed as activators | 0.063% of 320,000 active; further: potency means the concentration at half of the fitted maximal effect; % of control where 0% means no effect; nearly all actives have a fitted effect of over 45% in size
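H1299 (p53-null), stable ts p53-A138V + BP100-Luc; 1000 cells/well, Opti-MEM/10% FBS; cpd 4 pt, 1:5; 24 h, 37 deg C, 5% CO2; detection reagent 10 min RT; luminescence.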
uPA generation – inhibitors of cell surface uPA generation; cell surface uPA generation assay, qHTS; Potency, µM (top dose mostly 38.3 µM), for inactives: at the highest dose activity change, negative = inhibition, usual class: inhibitors; AID 540303; 0.31% of 330,000 active; active means well fitted inhibition curve with a large enough effect; inconclusive means small, poorly fitted or top-dose-only effect; inactive means no such curve, though single readings can be large or run the other way; tested in mouse RAW 264.7 cells; further: potency means the concentration at half of the fitted maximal effect; on the % scale 0 is the no-effect control and ±100 the full control effect; nearly all actives have a fitted effect of over 55% in size
a7 integrin act – activates integrin-mediated alleviation for muscular dystrophy | alpha7betagal myoblasts, beta-gal FDG fluorescence, 48 h | Potency, µM (doses to about 38.3 µM), inactives show at the top dose activation, most hits filed as activators | 0.064% of 350,000 active | AID 624291;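 further: potency means the concentration at half of the fitted maximal effect; 100% = response of the positive control SU9516; nearly all actives have a fitted effect of over 60% in size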
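alpha7betagal+/- myoblasts (passage 13, 250/well) treated 48 h at 37C with compounds at 1:260 dilution of DMSO stock. Lysed, then beta-galactosidase activity read as FDG fluorescence (ex 480/em 540) after 30 min, with pre-read for autofluorescence.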
B2AR arrestin – beta2AR (human) beta-arrestin recruitment activity | 0.02% of 330,000 active | beta-arrestin recruitment to beta2AR, cell-based reporter | AID 492947 | P07550 | Potency, µM (series often up to 46.1 µM), for the others: at the highest dose activation, usual class: activators;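 further: potency means the concentration at half of the fitted maximal effect; 0% = DMSO controls and full agonism = EC100 isoproterenol or metaproterenol; nearly all actives have a fitted effect of over 65% in size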
Target sequence (P07550 whole entry, looked up): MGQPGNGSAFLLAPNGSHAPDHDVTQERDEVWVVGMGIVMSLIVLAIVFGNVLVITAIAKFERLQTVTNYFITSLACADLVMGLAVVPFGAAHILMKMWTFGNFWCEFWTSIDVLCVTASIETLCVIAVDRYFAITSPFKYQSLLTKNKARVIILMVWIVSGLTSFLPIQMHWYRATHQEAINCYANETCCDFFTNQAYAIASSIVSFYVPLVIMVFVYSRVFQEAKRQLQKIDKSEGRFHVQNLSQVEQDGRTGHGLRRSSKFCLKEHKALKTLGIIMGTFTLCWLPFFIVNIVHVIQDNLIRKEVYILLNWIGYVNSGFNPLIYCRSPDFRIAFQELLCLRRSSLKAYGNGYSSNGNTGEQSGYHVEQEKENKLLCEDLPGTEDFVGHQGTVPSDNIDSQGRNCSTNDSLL
Eya2 inh – inhibitors of human Eya2 phosphatase activity; O00167; recombinant Eya2, OMFP fluorescence dephosphorylation (OMFP is methylfluorescein phosphate); Potency, µM (titrated, usually from 76.9 µM), without a hit: at the highest dose activity, negative = inhibition, usual class: inhibitors; 0.006% of 330,000 active; further: potency means the concentration at half of the fitted maximal effect; on the % scale 0 is the no-effect control and ±100 the full control effect
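Eya2 (0.2 uM) preincubated 10 min at ambient with compound, then OMFP substrate added at 50 uM; 10 min reaction in 50 mM HEPES pH 7.5, 50 mM NaCl, 5 uM MgCl2, 0.05% BSA, 1 mM DTT. Fluorescence read at Ex 485/Em 525 nm.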
TSG101-PTAP inh – blocks PTAP/TSG101 interaction to inhibit HIV-1 budding; Q99816; Fluorescence polarization, FITC-PTAP peptide / Tsg101 binding; Potency, µM (top dose mostly 115 µM), without a hit: top-dose activity change, negative = inhibition, actives largely listed as inhibitors; 340,000 tested, under 10 active; active means well fitted inhibition curve with a large enough effect in the main read-out, with a control signal flat, not every such curve was filed as active; inconclusive means small, poorly fitted or top-dose-only effect, or effect the other way, or a change in a side signal; inactive means no such curve, though single readings can be large or run the other way; further: potency means the concentration at half of the fitted maximal effect; % of control where 0% means no effect
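FP read-out: FITC-PTAP peptide, 50 nM final, binding Tsg101 binding domain, 10 uM final; 20 min, r.t.; 10 mM HEPES pH 7.5, 0.15 M NaCl, 0.01% Tween 20, 3 mM EDTA, 0.1 mM TCEP.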
ELG1 genotox – genotoxicity induction in ELG1-luciferase HEK293T cells; HEK293T ELG1-luciferase reporter, luminescence, 16 h; 1.3% of 330,000 active; Potency, µM (series often up to 46 µM), without a hit: top-dose activity change, positive = activation, hits mostly activators; AID 504466; further: potency means the concentration at half of the fitted maximal effect; % of control where 0% means no effect; nearly all actives have a fitted effect of over 60% in size
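Quantitative HTS format in 1536-well plates. HEK293T ELG1-luciferase reporter cells receive test compound and are incubated 16 hr at 37 °C, 5% CO2; ONE-Glo added, 30 min room temperature, then luminescence read.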
USP2a inh – USP2a (human) protease inhibition; O75604; USP2 core, Ub-CHOP2 coupled fluorogenic reporter, 485/531; Potency, µM (titrated, usually from 38.3 µM), without a hit: at the top dose activity change, negative = inhibition, actives largely listed as inhibitors; 0.01% of 330,000 active; AID 463254;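 further: potency means the concentration at half of the fitted maximal effect; plate controls were DMSO wells for no effect and full inhibition by NEM control for full effect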
Target sequence (O75604 whole entry, looked up): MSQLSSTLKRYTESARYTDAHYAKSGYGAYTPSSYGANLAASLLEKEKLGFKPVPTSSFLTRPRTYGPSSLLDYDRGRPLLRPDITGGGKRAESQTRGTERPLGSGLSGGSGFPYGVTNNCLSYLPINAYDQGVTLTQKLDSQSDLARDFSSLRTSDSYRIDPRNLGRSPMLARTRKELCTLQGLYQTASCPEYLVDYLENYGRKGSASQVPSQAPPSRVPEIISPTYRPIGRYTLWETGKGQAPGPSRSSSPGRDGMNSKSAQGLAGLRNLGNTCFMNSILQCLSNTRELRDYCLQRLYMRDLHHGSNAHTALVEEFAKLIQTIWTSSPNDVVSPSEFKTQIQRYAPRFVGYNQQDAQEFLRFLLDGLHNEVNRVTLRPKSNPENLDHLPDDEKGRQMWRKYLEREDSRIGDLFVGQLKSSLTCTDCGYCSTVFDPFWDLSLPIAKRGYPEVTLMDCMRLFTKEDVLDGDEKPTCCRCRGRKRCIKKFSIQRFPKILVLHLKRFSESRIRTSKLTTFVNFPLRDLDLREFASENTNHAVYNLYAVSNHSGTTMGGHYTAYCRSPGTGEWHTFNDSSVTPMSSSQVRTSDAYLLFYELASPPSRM
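USP2 core (10nM final) preincubated 30min RT with compound in 20mM Tris-HCl pH 8.0, 2mM CaCl2, 2mM beta-mercaptoethanol, 0.05% CHAPS; 25nM Ub-CHOP2 plus 25nM reporter substrate added, fluorescence (Ex485/Em531) read after 60min.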
ASM inhibitor – inhibitors of human secretory acid sphingomyelinase; placental ASM, HMU-PC fluorogenic substrate, 60 min; P17405; Potency, µM (top dose mostly 57.5 µM), inactives show at the top dose activity change, negative = inhibition, hits mostly inhibitors; 0.006% of 340,000 active; AID 504937; further: potency means the concentration at half of the fitted maximal effect
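Fluorescence read-out (Ex 386 nm, Em 447 nm) after stopping the reaction at pH 10. Enzyme: ASM from human placenta; substrate HMU-PC0, 9 uM final; 60 min, 37 °C. Compound preincubation 10 min, ambient temperature.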
BRCA1 expr up – increases BRCA1 expression; AID 624202; MCF7-BRCA1-FFLuc reporter, luminescence, 48 h; response scale: scaled: vehicle 0%, 10 µM genistein 100%; 1.1% of 380,000 active; Potency, µM (titrated, usually from 46.1 µM), for inactives: at the highest dose activation, usual class: activators; further: potency means the concentration at half of the fitted maximal effect; nearly all actives have a fitted effect of over 80% in size; some results filed as inactive show a strong effect at the top dose
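Cells: MCF7-BRCA1-FFLuc, 2000/well. Exposure: 48 h, 37 °C, 5% CO2. Read: luminescence, 15 min post-substrate. Controls: genistein 10 microM (maximal activation), DMSO (neutral).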
Active calls of the source: *; [ ] = another dose, or the depositor's remark. Unless noted, the call rests on the fitted dose curve; in most records, active means well fitted curve in the direction sought with a large enough effect; inconclusive means small, poorly fitted or top-dose-only effect, or another doubt; inactive means no such curve, though single readings can be large; an effect the other way counts as inactive or inconclusive.

What do the screens show for `CN1CCN(CCCC(=O)c2ccc(F)cc2)CC1`?
TRPV1 agonist: -1; p53 reactivation: 3%; uPA generation: 2%; a7 integrin act: -11%; B2AR arrestin: -0.7%; Eya2 inh: -7%; TSG101-PTAP inh: -5%; ELG1 genotox: 1%; USP2a inh: -1%; ASM inhibitor: 2%; BRCA1 expr up: -2%[1.84 µM]

Results for CCCCCn1c(=O)c(C(=O)OCC)c(Cl)c2ccccc21 ?
TRPV1 agonist: inconclusive; p53 reactivation: 5%; uPA generation: 0%; a7 integrin act: -32%; B2AR arrestin: -0.2%; Eya2 inh: 7%; TSG101-PTAP inh: -3%; ELG1 genotox: -3%; USP2a inh: 0%; ASM inhibitor: -2%; BRCA1 expr up: -36%

How did CC1CCN(S(=O)(=O)c2cccc(S(=O)(=O)N3CCOCC3)c2)CC1 do in these assays?
TRPV1 agonist: 3; p53 reactivation: -15%; uPA generation: 6%; a7 integrin act: 0%; B2AR arrestin: -0.2%; Eya2 inh: -5%; TSG101-PTAP inh: 1%; ELG1 genotox: -11%; USP2a inh: 1%; ASM inhibitor: -3%; BRCA1 expr up: 7%

Results for COc1ccc(CSC2=NCCN2)cc1Br ?
TRPV1 agonist: 0; p53 reactivation: -9%; uPA generation: inconclusive; a7 integrin act: -6%; B2AR arrestin: -0.2%; Eya2 inh: -7%; TSG101-PTAP inh: 3%; ELG1 genotox: 4%; USP2a inh: 4%; ASM inhibitor: 2%; BRCA1 expr up: -37%

Results for COc1ccccc1CNCC(=O)Nc1ccccc1-n1cccc1 ?
TRPV1 agonist: 16; p53 reactivation: -2%; uPA generation: 1%; a7 integrin act: 12%; B2AR arrestin: 0.0%; Eya2 inh: 2%; TSG101-PTAP inh: -3%; ELG1 genotox: -7%; USP2a inh: -1%; ASM inhibitor: -2%; BRCA1 expr up: -23%

Results for Cc1cc(C)nc(/N=C(\N)Nc2cc([N+](=O)[O-])ccc2C)n1 ?
TRPV1 agonist: -5; p53 reactivation: -3%; uPA generation: 3%; a7 integrin act: -7%; B2AR arrestin: -1.4%; Eya2 inh: 0%; TSG101-PTAP inh: -1%; ELG1 genotox: -1%; USP2a inh: 2%; ASM inhibitor: -1%; BRCA1 expr up: -22%

Results for O=C(COc1ccc(-c2nnc(N3CCCCC3)c3ccccc23)cc1)N1CCCCC1 ?
TRPV1 agonist: -1; p53 reactivation: 18%; uPA generation: -3%; a7 integrin act: -27%; B2AR arrestin: 2.0%; Eya2 inh: -4%; TSG101-PTAP inh: -3%; ELG1 genotox: -7%; USP2a inh: 2%; ASM inhibitor: 0%; BRCA1 expr up: -59%

How did O=C(Nc1csc([N+](=O)[O-])c1)Nc1ccccc1Cl do in these assays?
TRPV1 agonist: inconclusive; p53 reactivation: inconclusive; uPA generation: 0%; a7 integrin act: -73%[inhibitor]; B2AR arrestin: -0.7%; Eya2 inh: -19%; TSG101-PTAP inh: -3%; ELG1 genotox: -6%; USP2a inh: 1%; ASM inhibitor: -20%; BRCA1 expr up: 15%

What do the screens show for `CCCOc1ccc(CN(CCC#N)C(=S)NC(=O)c2ccccc2)cc1`?
TRPV1 agonist: 23; p53 reactivation: inconclusive; uPA generation: -4%; a7 integrin act: -50%[inhibitor]; B2AR arrestin: -1.8%; Eya2 inh: -1%; TSG101-PTAP inh: 2%; ELG1 genotox: 2%; USP2a inh: -5%; ASM inhibitor: -10%; BRCA1 expr up: -33%

How did COc1ccc(NC(=O)NC2CCCc3ccccc32)cc1OC (stereo not given) do in these assays?
TRPV1 agonist: 7; p53 reactivation: inconclusive; uPA generation: 6%; a7 integrin act: inconclusive; B2AR arrestin: -0.7%; Eya2 inh: 4%; TSG101-PTAP inh: 0%; ELG1 genotox: 6.5µM*; USP2a inh: 0%; ASM inhibitor: 3%; BRCA1 expr up: -14%

Results for CCOC(=O)c1ccccc1NC(=O)COC(=O)CSC(C)C(=O)Nc1cc(C)on1 (stereo not given) ?
TRPV1 agonist: -1; p53 reactivation: 5%; uPA generation: -8%; a7 integrin act: 37%; B2AR arrestin: -0.5%; Eya2 inh: -3%; TSG101-PTAP inh: -1%; ELG1 genotox: 5%; USP2a inh: 0%; ASM inhibitor: -1%; BRCA1 expr up: -3%

What do the screens show for `O=C(Nc1nccs1)c1ncc(Cl)c(Cl)c1Cl`?
TRPV1 agonist: 9; p53 reactivation: inconclusive; uPA generation: -8%; a7 integrin act: -63%[inhibitor]; B2AR arrestin: -0.4%; Eya2 inh: 3%; TSG101-PTAP inh: -2%; ELG1 genotox: -14%; USP2a inh: 3%; ASM inhibitor: -3%; BRCA1 expr up: -12%

What do the screens show for `Cc1cc(CSc2ccccc2)ccc1NC(=O)c1ccc(C)c([N+](=O)[O-])c1`?
TRPV1 agonist: -3; p53 reactivation: -3%; uPA generation: 7%; a7 integrin act: -8%; B2AR arrestin: -0.9%; Eya2 inh: 1%; TSG101-PTAP inh: -1%; ELG1 genotox: 9%; USP2a inh: 5%; ASM inhibitor: 2%; BRCA1 expr up: 13%

What do the screens show for `CC(=O)c1c(C)nc2ccc(Cl)cn12`?
TRPV1 agonist: 1; p53 reactivation: -2%; uPA generation: -2%; a7 integrin act: 21%; B2AR arrestin: -0.1%; Eya2 inh: -1%; TSG101-PTAP inh: -6%; ELG1 genotox: -2%; USP2a inh: -1%; ASM inhibitor: 2%; BRCA1 expr up: 30%

What do the screens show for `CN1CCN(NC(=O)c2ccc(Cl)s2)CC1`?
TRPV1 agonist: 0; p53 reactivation: 2%; uPA generation: 5%; a7 integrin act: 0%; B2AR arrestin: -0.1%; Eya2 inh: 0%; TSG101-PTAP inh: -3%; ELG1 genotox: 1%; USP2a inh: 2%; ASM inhibitor: 7%; BRCA1 expr up: -1%

How did NC(=O)c1ccccc1N/C=C/C(=O)c1ccc(Cl)cc1Cl do in these assays?
TRPV1 agonist: -3; p53 reactivation: 17%; uPA generation: -8%; a7 integrin act: 4%; B2AR arrestin: -0.2%; Eya2 inh: -11%; TSG101-PTAP inh: -1%; ELG1 genotox: inconclusive; USP2a inh: -1%; ASM inhibitor: 71%[activator]; BRCA1 expr up: inconclusive

Results for Cc1ccc(Sc2c([N+](=O)[O-])c(=O)n(C)c3ccccc23)cc1 ?
TRPV1 agonist: 17; uPA generation: inconclusive; a7 integrin act: 7%; B2AR arrestin: -0.2%; Eya2 inh: 0%; TSG101-PTAP inh: -8%; ELG1 genotox: 15%; USP2a inh: 0%; ASM inhibitor: -8%; BRCA1 expr up: -32%

What do the screens show for `Cc1ccc(S(=O)(=O)Nc2ccccc2/C=N/c2nc3ccccc3n2C(C)C)cc1`?
TRPV1 agonist: 0; p53 reactivation: -6%; uPA generation: -3%; a7 integrin act: -16%; B2AR arrestin: 0.0%; Eya2 inh: 5%; TSG101-PTAP inh: -1%; ELG1 genotox: -4%; USP2a inh: 1%; ASM inhibitor: 0%; BRCA1 expr up: -48%

What do the screens show for `O=C(COc1ccc(S(=O)(=O)N2CCCC2)cc1)NCc1cccnc1`?
TRPV1 agonist: 1; p53 reactivation: 9%; uPA generation: 3%; a7 integrin act: -6%; B2AR arrestin: -0.3%; Eya2 inh: -6%; TSG101-PTAP inh: -5%; ELG1 genotox: -1%; USP2a inh: 1%; ASM inhibitor: -2%; BRCA1 expr up: 22%

How did Nc1ccc(N2CCOCC2)c(Cl)c1 do in these assays?
TRPV1 agonist: 0; p53 reactivation: -4%; uPA generation: 4%; a7 integrin act: 9%; B2AR arrestin: 0.1%; Eya2 inh: -12%; TSG101-PTAP inh: -7%; ELG1 genotox: -2%; USP2a inh: 3%; ASM inhibitor: 5%; BRCA1 expr up: 17%

Results for Cc1ccc(Cn2c(SCCN3CCCCC3)nc3c2c(=O)[nH]c(=O)n3C)cc1 ?
TRPV1 agonist: -3; p53 reactivation: -4%; uPA generation: 4%; a7 integrin act: -22%; B2AR arrestin: -0.9%; Eya2 inh: 7%; TSG101-PTAP inh: -2%; ELG1 genotox: -1%; USP2a inh: 4%; ASM inhibitor: 2%; BRCA1 expr up: -7%

Results for COc1ccc(CNc2ncc(-c3ccccc3)n2C)c2ccccc12 ?
TRPV1 agonist: 2; p53 reactivation: -2%; uPA generation: 1%; a7 integrin act: -21%; B2AR arrestin: -0.1%; Eya2 inh: 2%; TSG101-PTAP inh: -4%; ELG1 genotox: -7%; USP2a inh: -1%; ASM inhibitor: -2%; BRCA1 expr up: -10%
